Screening data deposited in PubChem BioAssay by several laboratories.
EBNA-1 inhibitor = blocks EBNA-1 binding to DNA. inhibition, % at 14.8 µM. 300,000 tested, 0.34% active. AID 1950. EBNA-1 DNA binding, fluorescence polarization; in the data active = inhibition above about 28%
TPT1 inhibitor = inhibitors of Candida albicans tRNA 2'-phosphotransferase TPT1 | recombinant caTPT1, FP RNA substrate dephosphorylation | inhibition, % at 5 µM | 300,000 tested, 0.81% active | AID 1962;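 active = inhibition above the mean of all tested compounds plus 3 SD, set per screening campaign, cut at about 24% in these data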;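 note: plate controls were DMSO alone for no effect and ferristatin control at 100 nM for full effect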
ZTA DNA inh = blocks Epstein-Barr virus ZTA, an EBNA-1 counter-screen; P03206; ZTA-DNA binding, fluorescence polarization; inhibition, % at 11 µM; 320,000 tested, 0.15% active; in the data active = inhibition above about 33%
Target sequence (P03206 whole entry, looked up): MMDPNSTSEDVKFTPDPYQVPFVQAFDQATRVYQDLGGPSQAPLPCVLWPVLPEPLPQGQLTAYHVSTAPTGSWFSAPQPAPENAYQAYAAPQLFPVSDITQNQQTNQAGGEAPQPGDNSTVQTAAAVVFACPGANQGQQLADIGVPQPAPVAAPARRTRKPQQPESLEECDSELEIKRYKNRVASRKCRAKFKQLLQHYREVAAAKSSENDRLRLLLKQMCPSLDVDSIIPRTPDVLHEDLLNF
core dimer inh = HCV core protein dimerization inhibition | TR-FRET GST/Flag-core106 dimerization, 1536-well | AID 1899 | 300,000 tested, 0.33% active | inhibition, % at 5 µM;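 active = inhibition above the mean of all tested compounds plus 3 SD, set per screening campaign, cut at about 45% in these data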
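Assay system: tagged HCV core106 pair (GST and Flag); medium: KF-containing HEPES buffer, pH 7.45, DTT, CHAPS, BSA; also added: Eu donor and XL665 acceptor anti-tag antibodies; dosing: 5 µM single dose; timing: compound-protein-antibody incubation 4 h at 22.5 °C; signal: TR-FRET 671 and 617 nm emission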
CTSL1 counter = blocks F. hepatica cathepsin L1 in PFM18AAP counter-screen. 300,000 tested, 0.49% active. inhibition, % at 5.96 µM. recombinant F. hepatica cathepsin L1, Z-Leu-Arg-MCA fluorescence. AID 1906;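 active = inhibition above the mean of all tested compounds plus 3 SD, set per screening campaign, cut at about 17% in these data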;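 note: 0% = plate median of test compound wells and 100% = 1 µM Z-Phe-Ala-diazomethylketone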
Yeast superoxide = caloric restriction mimetics inhibiting age-related superoxide in yeast; S. cerevisiae aged cells, superoxide DHE fluorescence; active compounds read low; superoxide response (% of plate mean), % at 10 µM; 330,000 tested, 0.18% active;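 active = superoxide response under a set limit, about three screen SD below normal, cut at about 65% in these data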;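 note: yeast aged for seven days with compound at 30 °C before DHE staining; 100% = average MFI of all compound-treated wells on the plate with controls excluded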
PP1 counter = PP1-alpha (human) inhibition in PP5 counter-screen; P62136; purified PP1alpha, OMFP fluorescence; inhibition, % at 6.7 µM; 320,000 tested, 0.9% active; AID 2235;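 active = inhibition above the mean inhibition of all tested compounds plus 3 SD, computed separately for each screening campaign, cut at about 15% in these data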
Target sequence (P62136 whole entry, looked up): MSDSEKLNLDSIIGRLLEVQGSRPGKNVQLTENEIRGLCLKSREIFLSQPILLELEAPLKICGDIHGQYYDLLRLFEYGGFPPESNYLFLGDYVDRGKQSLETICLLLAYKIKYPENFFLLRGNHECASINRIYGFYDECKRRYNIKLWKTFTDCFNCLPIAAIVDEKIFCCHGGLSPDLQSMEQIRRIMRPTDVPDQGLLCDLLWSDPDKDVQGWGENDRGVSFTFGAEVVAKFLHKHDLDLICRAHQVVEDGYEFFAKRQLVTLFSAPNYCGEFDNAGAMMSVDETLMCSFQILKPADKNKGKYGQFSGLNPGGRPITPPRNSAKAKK
JMJD2C inh = blocks human GASC-1 demethylase activity; Q9H3R0; 330,000 tested, 0.069% active; GST-JMJD2C(1-420) H3K9me3 demethylation, DELFIA europium; inhibition, % at 2.35 µM;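 active = more than half of a compound's replicate wells show inhibition beyond 50%, single wells judged on their own value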;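 note: signal counts dimethyl H3K9 product captured on neutravidin plate; 0% = median of DMSO wells and 100% = 0.3 times that DMSO median; strong numbers were not always called active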
PP5 inh = inhibitors of human protein phosphatase 5 (PP5). P53041. purified PP5c, OMFP substrate fluorescence. inhibition, % at 6.7 µM. 320,000 tested, 0.18% active. AID 1987;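 active = inhibition above the campaign's mean inhibition across all tested compounds plus 3 SD, cut at about 9.5% in these data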;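 note: 0% = DMSO only and 100% = 100 µM cantharidin control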
Target sequence (P53041 whole entry, looked up): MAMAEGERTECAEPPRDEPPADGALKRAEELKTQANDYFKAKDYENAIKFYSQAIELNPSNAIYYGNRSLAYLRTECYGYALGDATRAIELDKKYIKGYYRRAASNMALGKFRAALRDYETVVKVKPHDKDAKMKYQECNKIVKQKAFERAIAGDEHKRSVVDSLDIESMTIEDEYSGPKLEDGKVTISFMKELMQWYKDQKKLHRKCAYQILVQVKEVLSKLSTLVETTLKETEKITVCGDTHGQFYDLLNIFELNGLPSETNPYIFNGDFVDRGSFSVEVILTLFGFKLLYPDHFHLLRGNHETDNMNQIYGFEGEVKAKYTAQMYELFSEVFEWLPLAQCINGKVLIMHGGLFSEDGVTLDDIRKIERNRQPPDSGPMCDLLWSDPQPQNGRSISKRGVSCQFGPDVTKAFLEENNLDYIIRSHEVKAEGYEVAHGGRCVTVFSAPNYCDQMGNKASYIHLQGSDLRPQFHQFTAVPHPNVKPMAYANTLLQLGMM
The depositor's hits bear a star; · = not tested or not shown; & = joins results of further samples.

SMILES | EBNA-1 inhibitor | TPT1 inhibitor | ZTA DNA inh | core dimer inh | CTSL1 counter | Yeast superoxide | PP1 counter | JMJD2C inh | PP5 inh
CCC1=NN2C(=N)/C(=C\c3ccc(SCc4ccco4)o3)C(=O)N=C2S1 | -1 | 48* | 10 | 14 | 2 | 110 | 3 | -11 | 1.8
O=C(COC(=O)C12CC3CC(CC(O)(C3)C1)C2)Nc1ccccc1OC(F)F | -4 | -4 | -12 | -7 | -1 | 111 | -1 | -7 | 2.8
COc1ccc(NC(=O)c2ccc3c(c2)C(=O)N(CC2CCCO2)C3=O)c(OC)c1 (centres undefined) | 12 | -4 | 7 | 0 | 3 | 91 | 0 | 5 | -0.7
O=C(NCC(c1ccco1)N1CCN(c2ccccc2)CC1)c1ccc2c(c1)OCO2 (centres undefined) | 11 | 0 | -4 | -4 | 3 | 103 | -1 | 3 | -0.7
CC1=NN(C(=O)c2ccccc2)C(O)(c2ccc(Br)cc2)C1 (centres undefined) | -14 | -2 | -11 | 2 | -1 | 98 | -2 | 6 | 2.3
Cc1ccc(-n2c(N)c(C#N)c(-c3ccccc3)c(C#N)c2=O)cc1 | 0 | -6 | 8 | -4 | 2 | 84 | -1 | -6 | 0.7
CCOC(=O)c1ccc(N2C(=O)C3ON(c4ccccc4)C(c4ccco4)C3C2=O)cc1 (centres undefined) | 2 | 1 | 6 | 22 | 7 | 104 | 0 | 0 | -1.2
CN(CC1CCN(CCc2cccc(C(F)(F)F)c2)CC1)C(=O)c1ccc(F)cc1 | 2 | -2 | -6 | -9 | 4 | 98 | 0 | 2 | 1.7
Cc1ccc(N(CC(=O)NCC2CCCO2)S(C)(=O)=O)cc1Cl (centres undefined) | 15 | -3 | 6 | 0 | 0 | 92 | -2 | 4 | -0.7
Cn1cc(CN2CCCC(CO)C2)c(-c2ccc(Oc3ccccc3)cc2)n1 (centres undefined) | -7 | 0 | -13 | -10 | 2 | 84 | -6 | -2 | 1.3
O=C(NNc1c(Cl)cc(Cl)cc1Cl)c1n[nH]c(=O)c2ccccc12 | 11 | -2 | 8 | 4 | -2 | 107 | -5 | 0 | 0.1
Cn1c(CO)cnc1SCC(=O)c1ccc(Br)cc1 | -2 | -5 | 8 | 0 | -3 | 109 | 1 | 1 | 1.9
CCOC(=O)CC1C(=O)NCCN1C(=O)Nc1ccc(Cl)cc1 (centres undefined) | -4 | -3 | -3 | -3 | -4 | 87 | -1 | -5 | 0.6
CCc1cc(C(=O)Nc2ccc(OC)nc2)sc1C | 5 | -35 | 8 | 0 | -1 | 100 | -6 | -1 | -2.5
Cc1cc(C)c2sc(C)[n+](CCCS(=O)(=O)[O-])c2c1 | 0 | -4 | -1 | 1 | -6 | 104 | -1 | -13 | 0.8
CCOc1ccc(/C(CC)=N/NC(=O)C2(C)CC2(Br)Br)cc1 (centres undefined) | 3 | -3 | -9 | 0 | -3 | 93 | 2 | -4 | 3.0
COc1ccc(CCN2CC(C(=O)NCc3cccc4[nH]ccc34)CCC2=O)cc1 (centres undefined) | 4 | -6 | -18 | 2 | 0 | 88 | -1 | -3 | 1.4
CCOC(=O)c1ccc(N2C(=O)C(CC(N)=O)N(CCc3ccc(OC)c(OC)c3)C2=S)cc1 (centres undefined) | 1 | 0 | -14 | 0 | 15 | 136 | 4 | -2 | -2.6
O=c1[nH]c(=S)[nH]c2nc(-c3ccccc3)cnc12 | -1 | 0 | 0 | -6 | 5 | 77 | -1 | -1 | 0.2
CCOC(=O)C1=C(C)OC(N)=C(C#N)C1c1cc2c(cc1Br)OCO2 (centres undefined) | -19 | -4 | 1 | 7 | -8 | 103 | -2 | -23 | -0.3
Cc1cc(N2CCN(S(=O)(=O)c3ccc(Cl)c(Cl)c3)CC2)c2ccccc2n1 | 0 | 0 | 19 | 7 | 0 | 120 | 13 | -3 | 3.7
COc1cc(C2CC(=O)NC(SCC(=O)Nc3ccccc3C)=C2C#N)ccc1O (centres undefined) | 6 | -2 | 2 | -1 | 0 | 95 | -5 | -3 | 0.3
Cc1ncc(S(=O)(=O)c2ccc(Cl)cc2)c(-c2ccccc2)n1 | -4 | -2 | -7 | -2 | -1 | 110 | -1 | 0 | 1.5
CCOC(=O)CNC(=O)c1sc(NC(=O)c2cccc(F)c2)nc1C | -1 | -3 | 8 | 0 | 5 | 92 | -3 | 1 | -1.2
Cc1cccc(NC(=O)C2CCN(c3nc(C)cc(C)n3)CC2)c1 | 0 | 2 | 3 | 3 | -1 | 106 | -2 | 1 | -0.1

Three entries already listed, arranged by the number in JMJD2C inh, smallest number first:
canonical_smiles,JMJD2C inh
Cc1ccc(-n2c(N)c(C#N)c(-c3ccccc3)c(C#N)c2=O)cc1,-6
O=C(NNc1c(Cl)cc(Cl)cc1Cl)c1n[nH]c(=O)c2ccccc12,0
CN(CC1CCN(CCc2cccc(C(F)(F)F)c2)CC1)C(=O)c1ccc(F)cc1,2

Next section:
SMILES | EBNA-1 inhibitor | TPT1 inhibitor | ZTA DNA inh | core dimer inh | CTSL1 counter | Yeast superoxide | PP1 counter | JMJD2C inh | PP5 inh
CCC(C)(C)C1CCC(NC(=O)N2CCN(c3ccccc3O)CC2)CC1 (centres undefined) | -4 | -4 | -9 | 5 | 4 | 91 | 0 | 4 | -1.4
COc1cc(CNC2CCCCCC2)cc(OC)c1 | -2 | 2 | 12 | 1 | 1 | 93 | -2 | 1 | 3.0
O=C(O)C1CCC(Cn2c(SCc3cc(=O)n4cc(Cl)ccc4n3)nc3ccsc3c2=O)CC1 (centres undefined) | 1 | 1 | -3 | 2 | -1 | 92 | 1 | -1 | 2.9
COc1ccc(N=Nc2c(-c3ccc(OC)cc3)[nH]oc2=O)cc1 | -4 | -3 | 5 | -1 | 7 | 108 | 0 | -2 | 1.2
Oc1ccc(N2CCN(C(c3ccccn3)c3nnnn3C3CCCC3)CC2)cc1 (centres undefined) | 7 | -1 | -10 | -7 | 2 | 109 | 0 | 8 | 0.5
Cc1ccc(N(CC(=O)NCc2ccco2)C(=O)CNS(=O)(=O)c2ccc(F)cc2)c(C)c1 | -12 | 3 | 7 | 4 | 3 | 102 | -2 | 7 | 2.6
C=CCOc1ccc2ccccc2c1CNCCCN1CCOCC1 | 17 | 0 | 12 | 4 | -5 | 112 | -3 | 10 | 1.6
CCc1cccc(N(C(=O)c2csnn2)C(C(=O)NC2CCCC2)c2cccnc2)c1 (centres undefined) | -4 | 4 | 0 | 1 | -2 | 95 | -1 | -3 | -1.8
O=C(OCC(=O)c1ccc(S(=O)(=O)N2CCCC2)cc1)C1=COCCO1 | 20 | -1 | 10 | 27 | -4 | 111 | 0 | -12&-3 | 0.0
O=[N+]([O-])c1ccc2c(c1)OCCOCCOCCOCCOCCOCCO2 | -2 | -3 | 10 | -3 | 1 | 102 | -3 | -1 | -0.7
CCOc1ccc(N(CC(=O)Nc2ccc(OC)cc2)S(=O)(=O)c2c(C)[nH]c(=O)[nH]c2=O)cc1 | -10 | -4 | -1 | 5 | -1 | 84 | -3 | 12 | 0.6
O=C(Cn1ncc2c3ccccc3n(Cc3ccccc3F)c2c1=O)NCC1CCCO1 (centres undefined) | -4 | -1 | -23 | 0 | -1 | 96 | -2 | 8 | 1.4
COc1ccc(CNC(=O)Cn2nnc(-c3ccc(NC(=O)C4CCCCC4)cc3)n2)cc1 | 5 | -3 | -13 | -1 | 1 | 106 | -1 | 4 | 0.5
CCN=C1SC(C(=O)Nc2cc(Cl)cc(Cl)c2)CC(=O)N1CC (centres undefined) | -7 | -1 | 4 | -1 | -3 | 93 | -3 | 7 | -0.3
CCn1nnc(NC(=O)COc2ccc(C3CCCCC3)cc2)n1 | -5 | -2 | -9 | -1 | 0 | 113 | 0 | -4 | 0.8
O=C(NC1CCCC1)C(c1cccnc1)N(Cc1ccccc1F)C(=O)c1csnn1 (centres undefined) | -1 | -5 | 5 | -4 | -1 | 89 | 3 | -9 | 1.7
CCOC(=O)c1ccc(NC(=O)C2CCCO2)cc1 (centres undefined) | -3 | 2 | 9 | 0 | -2 | 109 | -1 | -1 | -1.1
CC(=O)c1cccc(NC(=O)c2ccc(N(Cc3ccccc3)S(C)(=O)=O)cc2)c1 | -3 | 1 | 9 | 3 | -2 | 103 | 0 | -3 | 1.3
O=C(O)COc1c(-c2ccc(Cl)cc2)oc2ccccc2c1=O | -7 | -4 | -33 | 4 | 14 | 102 | -4 | 2 | 2.9
Cc1nc(NC(=O)CC(C)C)sc1-c1csc(Nc2ccc(Cl)cc2Cl)n1 | 11 | 2 | -5 | -6 | -1 | 95 | -1 | 5 | 3.3
O=C(O)C(Sc1ccncn1)c1ccccc1 (centres undefined) | -6 | -3 | -8 | -5 | 2 | 97 | 5 | -2 | -2.8
O=S(=O)(NC1=NCCC1)c1cccc(NS(=O)(=O)c2ccc(OC(F)(F)F)cc2)c1 | -7 | -1 | -10 | -2 | -1 | 135 | -2 | -62 | 1.5
COc1ccc(-c2cc(C(F)(F)F)c3c(n2)sc2c(O)cc(=O)[nH]c23)c(OC)c1 | -12 | 69* | -18 | 48* | -3 | 115 | 15 | 0 | 3.1
O=C(O)c1ccc(CSc2nc(-c3ccccc3)cc(C(F)(F)F)n2)cc1 | -1 | -1 | 19 | 18 | -2 | 104 | 5 | 7 | 0.6
CC(=O)Nc1sc(N)nc1-c1ccccc1 | -6 | -5 | 1 | -10 | -2 | 93 | -1 | -7 | -0.6

(listing goes on)
SMILES | EBNA-1 inhibitor | TPT1 inhibitor | ZTA DNA inh | core dimer inh | CTSL1 counter | Yeast superoxide | PP1 counter | JMJD2C inh | PP5 inh
CCCS(=O)(=O)N1CCN(C2CCC(C)CC2)CC1 (centres undefined) | 13 | 0 | 18 | -2 | 2 | 96 | 2 | 4 | 1.8
Nc1cc(=O)nc(SCC(=O)N2CCN(c3ccccc3)CC2)n1-c1ccccc1 | 5 | -2 | -4 | -2 | 1 | 100 | -1 | 0 | 2.1
CSCCC(NC(=O)COc1ccccc1)C(=O)N1CCOCC1 (centres undefined) | · | · | 1 | · | · | 93 | -4 | 0 | -1.5
Cc1ccc(/C=N/N2CCN(Cc3cccc4ccccc34)CC2)s1 | 9 | -2 | 1 | -2 | 5 | 108 | -4 | 4 | -4.5
Cc1ccc(C(=O)Oc2cccc(NC(=O)c3cccs3)c2)cc1S(=O)(=O)N1CCOCC1 | -9 | 0 | -2 | 16 | -17 | 107 | -6 | 3 | 2.3
COC(=O)c1cc(=O)n(Cc2ccc3c(c2)OCO3)c(=Nc2ccccc2)s1 | -1 | 0 | -2 | -1 | -3 | 137 | -2 | 0 | 0.1
Fc1ccc(OCc2nn3cnnc3s2)cc1 | 10 | 2 | -2 | -3 | -3 | 95 | 10 | -5 | 0.0
Cc1ccc(Nc2cc(C)c3ccc(O)cc3n2)cc1C | -1 | -2 | 0 | -4 | 3 | 109 | 17* | 5 | 4.1
COc1ccc(OC)c(NC(=O)c2ccc(CN3CCc4ccccc4C3)cc2)c1 | 1 | -2 | -2 | 13 | 0 | 107 | 3 | -15 | 1.3
COc1cccc(/C=N/Nc2nc(-c3cccnc3)nc3ccccc23)c1 | 1 | -2 | -6 | 4 | 2 | 94 | 4 | 36 | 4.6
Cc1ccccc1C(=O)N1CCC(C(=O)Nc2ccc(S(=O)(=O)N3CCCCC3)cc2)CC1 | 9 | 2 | 16 | 8 | 1 | 92 | -4 | 1 | 5.0

Full records, looked up by structure. Values in the order: EBNA-1 inhibitor, TPT1 inhibitor, ZTA DNA inh, core dimer inh, CTSL1 counter, Yeast superoxide, PP1 counter, JMJD2C inh, PP5 inh
COC(=O)c1cc(=O)n(Cc2ccc3c(c2)OCO3)c(=Nc2ccccc2)s1 in the list: -1, 0, -2, -1, -3, 137, -2, 0, 0.1
COc1ccc(OC)c(NC(=O)c2ccc(CN3CCc4ccccc4C3)cc2)c1 in the list: 1, -2, -2, 13, 0, 107, 3, -15, 1.3
